MT1-MMP act inh = blockers of MT1-MMP proenzyme processing, primary screen, HT1080 RFP-PRO-GFP cells, GFP/RFP fluorescence | Matrix metalloproteinase-14 (Homo sapiens), P50281 | GFP/RFP ratio fluorescence, overnight; percent of plate control window, DMSO zero | GFP/RFP ratio change, % at 20 µM | hit rate 0.061% among 360,000;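 active means GFP/RFP ratio change of at least 30% with cell ATP level not reduced by more than half and red fluorescence within 50% of control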; further: strong numbers were not always called active
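Assay system: RFP-PRO-GFP reporter HT1080 cells; read-out basis: GFP/RFP fluorescence ratio; benchmarks: DMSO wells and RFP-L50D-GFP cells; doses: 20 µM single dose, 1% DMSO; schedule: overnight cell settling, then overnight compound exposure, 37 °C, 5% CO2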
Tb MetRS inh = T. brucei MetRS inhibitors, primary screen, biochemical, luminescence; purified T. brucei MetRS, ATP depletion, Kinase-Glo luminescence; inhibition, % at 11.9 µM; AID 624268, 2012; hit rate 0.4% among 360,000; methionyl-tRNA synthetase (Trypanosoma brucei brucei);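 active means inhibition above a per-plate cutoff of the control wells' mean inhibition plus 3 SD, cut at about 5.5% in these data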;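 further: 0% = DMSO wells median and 100% = median of wells with control inhibitor compound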
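Material: T. brucei methionyl-tRNA synthetase, purified; reagent: substrates ATP, L-methionine and bulk Escherichia coli tRNA; dosing: 11.9 µM single point; timing: 15 min plus 2 h at 25 °C; detection: luminescence of leftover ATP; evaluation: % inhibition; control set: DMSO-only wells as low control; replicates: singlicate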
eLon inh = inhibitors of E. coli Lon protease, primary screen, biochemical, fluorescence polarization | inhibition, % at 7.94 µM | hit rate 0.42% among 360,000 | purified E. coli Lon protease | AID 602123, 2011 | P0A9M0; in the data active means inhibition above about 13%, passing the limit was not always enough;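 further: 0% = enzyme with probe and DMSO and 100% = no enzyme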
FAS TE block = FAS thioesterase domain inhibitors, primary screen, biochemical, fluorescence intensity, uHTS | Fatty acid synthase (Homo sapiens), P49327 | recombinant FAS-TE, OMFH fluorogenic substrate, fluorescence endpoint | inhibition, % at 15 µM | hit rate 0.67% among 360,000 | AID 602261, 2012;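 active means compounds whose normalised, plate-corrected inhibition of enzyme fluorescence in the single-dose primary screen is 50% or more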;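 further: 0% = DMSO with enzyme and 100% = substrate without enzyme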
MsrA inh = bovine MsrA enzyme inhibitors, primary screen, biochemical, absorbance, HTS; purified bovine MsrA, absorbance read-out; hit rate 0.75% among 360,000; inhibition, % at 15.5 µM; Methionine sulfoxide reductase A (Bos taurus); in the data active means inhibition above about 4.5%;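 further: 0% = vehicle wells with enzyme and 100% = reference inhibitor wells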
bovine MsrA act = bovine MsrA enzyme activators, primary screen, biochemical, absorbance, HTS. purified bovine MsrA, absorbance read-out. activation, % at 10.6 µM. hit rate 0.3% among 360,000. Methionine sulfoxide reductase A (Bos taurus); in the data active means activation above about 7.5%;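 further: 0% = vehicle and 100% = reference activator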
PABP1 MLLE inh = inhibitors of PABP1 MLLE–PAM2 peptide binding, primary screen, biochemical, fluorescence polarization, FITC-PAM2, GST-MLLE. Polyadenylate-binding protein 1 (Homo sapiens), P11940. hit rate 0.36% among 360,000. inhibition, % at 20 µM; in the data active means inhibition above about 35%, passing the limit was not always enough;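 further: plate controls were DMSO wells with GST-MLLE for no effect and wells lacking GST-MLLE protein for full effect; some results filed as inactive read as strong as hits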
CendR NRP1 mod = modulators of CendR peptide binding to NRP-1, primary screen, biochemical, fluorescence polarization, uHTS. inhibition, % at 25 µM. Neuropilin-1 (Homo sapiens), O14786. hit rate 0.85% among 360,000. FAM-RPARPAR peptide binding to NRP-1;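 active means inhibition or corrected inhibition above about 18%, plus a signal ratio from 0.5 to 1.5, limit read from the data, passing the limit was not always enough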; further: strong numbers were not always called active
SKN-1 inh = suppressors of acrylamide-induced Pgst-4::GFP reporter in worms, primary screen, SKN-1 inhibitor project, whole organism, uHTS, GFP/RFP fluorescence ratio, strain VP596. AID 624304, 2012. hit rate 0.49% among 360,000. C. elegans VP596 Pgst-4::GFP/RFP ratio, 24 h. inhibition, % at 21.8 µM;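 active means interference check ratio from 0.5 to 1.5 plus GFP to RFP signal ratio inhibition reaching or exceeding a fixed threshold, cut at about 30% in these data, passing the limit was not always enough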; further: some compounds called inactive have numbers as strong as hits
An asterisk follows results filed as active; nt = not tested or not shown.

Order of results: MT1-MMP act inh, Tb MetRS inh, eLon inh, FAS TE block, MsrA inh, bovine MsrA act, PABP1 MLLE inh, CendR NRP1 mod, SKN-1 inh
> CCn1c(C)cc(O)cc1=O
 : 5, 1.9, -9, -5, 1.2, -1, 12, 10, -1
> COc1ccc(NC(=O)Cn2c(=O)oc3cc(S(=O)(=O)N4CCCC4)ccc32)c(OC)c1
 : 3, -0.1, -2, -7, 1.6, -3, -3, -2, -4
> CCOC(=O)c1ccc(NC(=O)[C@@H](NC(N)=O)C(C)C)cc1
 : 2, -0.4, -4, -4, -0.3, 4, -12, -7, 0
> CCCN(C)C1CN(Cc2cn(Cc3ccc(C(F)(F)F)cc3)nn2)S(=O)(=O)C1 (centres undefined)
 : 2, -1.7, -3, -6, 2.2, -5, nt, 3, 11
> C[C@H]1COC(=O)[C@H](CC(=O)OC(C)(C)C)C/C=C\C[C@@H](CC(=O)NCCO)C(=O)N1
 : -2, 0.2, 10, -10, 0.7, -12, 7, -2, -8
> COC(=O)c1cc(OC)c(OC)cc1NC(=O)c1cc(-c2ccccc2)nc2ccccc12
 : 14, 0.2, -5, -3, 0.9, -1, 9, -7, -2
> COc1ccccc1NC(=O)NC1(C(=O)NCC2CCCO2)CCCCC1 (centres undefined)
 : 1, -0.6, 5, -5, -0.1, -1, 6, 1, 3
> O=C(N/N=C/c1ccncc1)c1ccccc1OCc1ccc(Br)cc1
 : -2, 0.3, -2, 12, 4.0, -3, -2, -9, 4
> O=C(c1ccc2ccccc2c1)N1CCN(c2ccccc2)CC1
 : 3, -0.4, -6, 8, 0.2, -2, 6, 1, 0
> COCc1ccc(C(=O)N2CCCC(Nc3ccc(F)c(F)c3)C2)s1 (centres undefined)
 : 1, -0.4, -6, 1, 1.6, -3, 4, -6, -20
> COc1cccc(OCc2cc(C(=O)N3CCNC(=O)C3Cc3ccccc3)no2)c1 (centres undefined)
 : 0, 0.2, 8, -18, 0.4, 0, 1, 12, 20
> Cc1ccc2cc(NC(=O)c3ccccc3C)ccc2n1
 : 0, -0.3, -4, 0, 0.3, -2, -1, 5, 14
> O=C(N/C(=C/c1ccco1)C(=O)N1CCCCCC1)c1ccccc1
 : -4, -0.2, -4, -4, 1.1, -4, 4, -10, -1
> COc1ccc(Cn2cc(CN3CC(N4CCN(C)CC4)CS3(=O)=O)nn2)cc1 (centres undefined)
 : 2, -0.3, -3, -7, 0.8, -6, nt, -9, 7
> O=C(NCc1ccc(F)cc1)c1cc(C2CCCN(C(=O)c3ccc4ccccc4c3)C2)on1 (centres undefined)
 : -4, 0.1, -3, 18, -0.5, -2, 1, 12, -1
> O=S(=O)(c1ccc(N2CCN(Cc3ccccc3)CC2)nc1)N1CCCC1
 : -1, -0.2, -8, 26, -0.8, -4, 3, -6, -11
> O=C(CCn1c(=O)[nH]c2ccccc2c1=O)NCCSCc1ccccc1
 : 2, -0.2, 3, -2, 0.6, -1, -8, -3, 1
> Cc1cccc(-c2nnc(SCC(=O)c3ccc(O)cc3O)n2C)c1
 : 2, 3.4, -2, -4, 1.5, 1, -53, 4, 34
> O=C(O)CCSc1ccc([N+](=O)[O-])cc1[N+](=O)[O-]
 : 2, -0.6, 4, 12, 5.4*, -12, 23, 15, 0
> Cc1cccc(NC(=O)c2ccc(C3SCC(=O)N3CCc3ccccc3)cc2)c1 (centres undefined)
 : 6, -1.5, -7, 12, -0.2, -6, 9, 4, 22
> Cc1cc(N2CCOCC2)nc(NCc2ccccc2)n1
 : 5, 1.7, -7, -15, 0.0, -2, 3, -2, 12
> COc1cc(NC(=S)Nc2ccccn2)cc(OC)c1
 : -2, 1.1, 8, 1, -0.4, -5, 31, -6, 13
> CN(C)S(=O)(=O)c1ccc(NC(=O)CN2CCc3ccccc32)cc1
 : -2, -0.8, -2, 1, 1.6, -2, -19, -14, 7
> CN(C)/C=C/C(=O)c1ccc(Br)cc1
 : 0, -0.4, 0, 3, 3.4, -3, -2, 15, 6
> CC(C)COC(=O)N(C)C[C@@H]1OCc2cnnn2CCCC(=O)N([C@H](C)CO)C[C@@H]1C
 : -1, -1.1, -3, -10, 0.5, -11, 5, -5, 3
> CCCC(=O)NC(=S)Nc1cccc(NC(=O)c2ccccc2Cl)c1
 : 3, -0.8, -14, -2, 0.0, 0, 28, -15, 25
> COc1cc(/C=C2\SC(=O)N(CCNC(=O)c3cnc(C)cn3)C2=O)cc(OC)c1OC
 : 5, 0.5, -7, -6, 0.2, -4, 2, -4, -2
> Cc1ccc(OCCC(=O)OCC(=O)NCCNC(=O)COC(=O)CCOc2ccc(C)cc2)cc1
 : -5, -0.3, 4, 1, 0.5, -4, 3, 1, 23
> CCCn1nnnc1SCC(=O)N1CCCc2ccccc21
 : -2, -0.3, -11, -8, -0.3, -4, 0, 7, -23
> CCN(Cc1ccccc1)C1CCN(Cc2ccc(SC)cc2)CC1
 : 3, -0.1, 1, 1, -0.7, -4, -10, 2, -5

Quoted from above, nine compounds:
Order of results: MT1-MMP act inh, Tb MetRS inh, eLon inh, FAS TE block, MsrA inh, bovine MsrA act, PABP1 MLLE inh, CendR NRP1 mod, SKN-1 inh
> COc1cc(NC(=S)Nc2ccccn2)cc(OC)c1
 : -2, 1.1, 8, 1, -0.4, -5, 31, -6, 13
> CN(C)S(=O)(=O)c1ccc(NC(=O)CN2CCc3ccccc32)cc1
 : -2, -0.8, -2, 1, 1.6, -2, -19, -14, 7
> CN(C)/C=C/C(=O)c1ccc(Br)cc1
 : 0, -0.4, 0, 3, 3.4, -3, -2, 15, 6
> CC(C)COC(=O)N(C)C[C@@H]1OCc2cnnn2CCCC(=O)N([C@H](C)CO)C[C@@H]1C
 : -1, -1.1, -3, -10, 0.5, -11, 5, -5, 3
> CCCC(=O)NC(=S)Nc1cccc(NC(=O)c2ccccc2Cl)c1
 : 3, -0.8, -14, -2, 0.0, 0, 28, -15, 25
> COc1cc(/C=C2\SC(=O)N(CCNC(=O)c3cnc(C)cn3)C2=O)cc(OC)c1OC
 : 5, 0.5, -7, -6, 0.2, -4, 2, -4, -2
> Cc1ccc(OCCC(=O)OCC(=O)NCCNC(=O)COC(=O)CCOc2ccc(C)cc2)cc1
 : -5, -0.3, 4, 1, 0.5, -4, 3, 1, 23
> CCCn1nnnc1SCC(=O)N1CCCc2ccccc21
 : -2, -0.3, -11, -8, -0.3, -4, 0, 7, -23
> CCN(Cc1ccccc1)C1CCN(Cc2ccc(SC)cc2)CC1
 : 3, -0.1, 1, 1, -0.7, -4, -10, 2, -5

Following part.
Order of results: MT1-MMP act inh, Tb MetRS inh, eLon inh, FAS TE block, MsrA inh, bovine MsrA act, PABP1 MLLE inh, CendR NRP1 mod, SKN-1 inh
> COc1cc2c(cc1OC)C[N+](C)(C)CC2
 : -2, 1.2, -7, -4, 0.7, -2, -110, -4, 5
> COc1cc(OC)cc(C(=O)NNC(=O)CNC(=O)c2ccc(Br)o2)c1
 : 0, -0.3, -8, -10, 1.2, -1, 2, 5, 9
> COc1cccc(CN(C)C(=O)c2cccnc2SC)c1OC
 : 2, -0.8, -6, -9, 2.0, -5, 1, 1, 0
> CCN(CC)c1ccc(C(=O)OCC(=O)Nc2sccc2C#N)cc1
 : 1, 0.8, -7, 26, 2.5, -4, 3, -28, -5
> C=CCOC(=O)C1=C[C@@H](c2ccc3c(c2)OCO3)C[C@@H](OCc2ccc(CO)cc2)O1
 : -5, -0.4, 1, -1, 0.5, -4, 2, -3, 12
> S=C(NCc1ccco1)N1CCN(c2ccc(Cl)cc2)CC1
 : 7, -0.1, -8, 23, 0.2, -5, -152, -10, 7
> O=C(Nc1ccc(Cl)cc1)OCCn1nnnc1C(c1ccccc1)N1CCOCC1 (centres undefined)
 : 1, -0.2, 4, -2, -0.5, -4, 5, 1, -5
> CCOC(=O)[C@]12CCC=C1N(Cc1cccc3ccccc13)C(=O)[C@H](CC(=O)N1CCC(c3ccccc3)CC1)C2
 : -6, 0.2, -4, 24, -0.2, -2, nt, 7, 6
> O=C(COC(=O)Cc1ccc(S(=O)(=O)N2CCOCC2)s1)Nc1ccc2c(c1)OCO2
 : 1, 0.5, -2, -4, -2.5, -2, -6, 12, 10
> Cc1nc2ccccc2n1S(=O)(=O)c1ccc(F)cc1
 : 2, -0.1, -5, -6, -0.8, -4, -4, 6, 11
> Cc1csc(NC(=O)/C=C/c2ccc3c(c2)OCO3)n1
 : 1, -0.9, -12, -3, 4.6*, -9, 9, 0, 5
> COc1ccccc1C(=O)NNC(=O)c1ccc(Br)cc1
 : 4, 1.7, 0, -6, -1.3, -3, 6, -4, -10
> CS(=O)(=O)N(CC(=O)Nc1ccc(S(=O)(=O)N2CCOCC2)cc1)c1ccccc1Br
 : -2, -0.2, -2, 5, -0.6, -5, 18, 1, 10
> O=C(Nc1ccc2oc(-c3ccccc3F)nc2c1)c1ccco1
 : 1, -0.1, 5, 6, -0.4, -2, -8, -3, 25
> Clc1nc(Oc2ccccc2)nc(-c2cn(-c3ccccc3)c3ccccc23)n1
 : 1, -0.3, -13, 4, 0.1, -2, 13, 7, 10
> C=CCSc1nc2ccccc2n1C(=O)/C=C/c1ccc(OC)c(OC)c1
 : -22, -0.2, -1, 1, -0.8, -3, 3, -8, 11
> O=C(c1ccc(Cl)c(S(=O)(=O)N2CCCC2)c1)N1CCOCC1
 : -2, -0.2, -7, -6, -0.1, -4, 12, 6, 15
> COc1ccc(CNc2ccc(S(N)(=O)=O)cc2)cc1
 : -2, -0.6, 4, -14, -0.2, -5, 57*, -3, 1
> OCCN1CCN(c2nc(-c3ccccc3)c3cc(Cl)ccc3n2)CC1
 : 0, -1.0, -13, 4, -0.3, -8, -12, -7, -24
> Cc1ccc(NC(=O)c2ccc3c(c2)N(CC(=O)N2CCCCC2)C(=O)C(C)(C)O3)cc1
 : 4, 0.9, 7, 3, -0.1, -4, 5, 3, -8
> Fc1ccc(NC(=S)Nc2cc(Cl)ccc2Cl)cc1
 : -6, -0.3, 1, 4, 0.7, -2, 21, 3, 9
> CCCNC(=O)c1ccc(N2CCC3(CC2)CC(c2cccc(Br)c2)=NO3)c(NC(=O)c2ccc(Cl)c([N+](=O)[O-])c2)c1
 : 5, -0.3, -9, 17, -0.7, 6, -3, 4, 10
> O=C(COC(=O)CSc1ccc([N+](=O)[O-])cc1)NCCCc1ccccc1
 : -1, -0.4, 5, 12, 3.4, -2, 35, -3, -3
> CNC(=S)NNC(=O)c1ccccc1Cl
 : 2, -0.5, -7, -4, 1.3, -8, 30, 25*, 1
> COc1ccc(NC(=O)CNS(=O)(=O)c2cccs2)c(OC)c1
 : 4, -1.7, 4, -8, 0.5, -13, 4, -1, 0
> OCCO
 : 5, -0.3, -10, -2, 1.4, -6, -4, -4, -2
